Giardia killer = Giardia lamblia killing; 0.15% of 340,000 active; AID 540267; activity change, % at 7.66 µM, hits read low; Giardia lamblia trophozoite viability; in the data active = activity change below about -80%; inconclusive = between about -30% and that limit;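 note: parasites exposed to compound for two days anaerobically before the ATP read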
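Giardia lamblia trophozoites (100 cells/well) were incubated with compounds for 48 h at 37 deg C under anaerobic conditions. Viability was read as ATP content by one-step luminescence after 15-30 min at room temperature.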
KCNH2 3.1 block = inhibitors of human KCNH2 3.1 potassium channel isoform; U2OS KCNH2 3.1, thallium flux FluxOr; active compounds read low; activity change, % (tested at about 1.8 µM); 0.95% of 340,000 active;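 active = maximum activity change below -70%; inconclusive = maximum activity change from -70% to -50%; inactive = maximum activity change above -50%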;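 note: thallium influx rate constant from kinetic fluorescence after stimulation buffer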
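Virally transduced U2OS (3.1 isoform, 4 h infection in dark at RT) → overnight 37 C → FluxOr + Red40 in HBSS/HEPES, 45 min → stimulation buffer, 2 min kinetic read → rate constant vs DMSO controls.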
hERG WT inh = KCNH2 (human, wildtype) channel inhibition | 0.37% of 340,000 active | Q12809 | U2OS, BacMam KCNH2, thallium flux FluxOr; active compounds read low | activity change, % at 1.84 µM;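 active = maximum activity change below -70%; inconclusive = maximum activity change between -70% and -50%; inactive = maximum activity change above -50%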
Target sequence (Q12809 whole entry, looked up): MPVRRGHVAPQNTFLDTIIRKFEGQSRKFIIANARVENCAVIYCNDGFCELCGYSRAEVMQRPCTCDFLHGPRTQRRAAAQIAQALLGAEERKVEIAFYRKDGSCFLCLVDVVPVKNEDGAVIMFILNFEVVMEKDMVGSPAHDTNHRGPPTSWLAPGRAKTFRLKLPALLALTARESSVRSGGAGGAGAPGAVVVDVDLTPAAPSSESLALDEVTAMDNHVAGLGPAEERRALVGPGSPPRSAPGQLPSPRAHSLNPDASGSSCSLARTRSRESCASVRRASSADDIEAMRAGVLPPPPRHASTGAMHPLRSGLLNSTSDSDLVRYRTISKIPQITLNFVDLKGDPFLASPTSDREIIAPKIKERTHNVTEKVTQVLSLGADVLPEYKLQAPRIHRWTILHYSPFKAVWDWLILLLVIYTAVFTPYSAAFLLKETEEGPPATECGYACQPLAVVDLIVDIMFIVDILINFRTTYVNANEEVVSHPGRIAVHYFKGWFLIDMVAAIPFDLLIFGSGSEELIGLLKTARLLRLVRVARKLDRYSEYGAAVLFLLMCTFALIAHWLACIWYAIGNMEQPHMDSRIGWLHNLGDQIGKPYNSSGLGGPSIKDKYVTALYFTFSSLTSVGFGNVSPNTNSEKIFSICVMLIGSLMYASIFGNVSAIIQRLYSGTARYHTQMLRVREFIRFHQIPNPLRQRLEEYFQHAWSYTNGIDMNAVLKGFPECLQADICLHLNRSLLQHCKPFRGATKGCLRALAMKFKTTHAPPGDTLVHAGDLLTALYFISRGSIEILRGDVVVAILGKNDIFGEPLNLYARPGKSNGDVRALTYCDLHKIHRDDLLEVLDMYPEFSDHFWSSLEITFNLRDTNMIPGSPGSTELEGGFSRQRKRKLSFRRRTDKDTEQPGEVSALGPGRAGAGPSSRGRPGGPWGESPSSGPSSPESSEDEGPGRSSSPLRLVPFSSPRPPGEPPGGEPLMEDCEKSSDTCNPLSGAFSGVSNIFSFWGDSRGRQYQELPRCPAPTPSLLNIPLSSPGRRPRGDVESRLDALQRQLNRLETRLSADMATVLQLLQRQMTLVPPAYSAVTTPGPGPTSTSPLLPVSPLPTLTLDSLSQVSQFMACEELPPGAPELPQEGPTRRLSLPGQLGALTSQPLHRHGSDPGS
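U2OS cells were transduced with wild-type KCNH2 virus (2.03 x 10^8 / mL) for 4 h at room temperature, then cultured overnight at 37 C. Thallium flux was read with FluxOr dye. Rate constants were normalized to DMSO controls.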
Starred values were filed as active, the others as inactive; u = inconclusive; [ ] = dose if it differs, or a comment. % is set by controls: 0 for no effect and ±100 for the full control effect. Not all compounds are listed; rates above refer to the full screens.

molecule,Giardia killer,KCNH2 3.1 block,hERG WT inh
OCCOCCn1c(C2CCCN2c2nc(-c3ccc(F)cc3)cs2)nc2cc(C(F)(F)F)ccc21 (stereo not drawn),-30,-101*,-103*
Cn1c(=O)oc2cc(S(=O)(=O)N3CCN(C(=O)c4ccco4)CC3)ccc21,3,-3,1
COC1OC(O)C(NC(=O)C(F)(F)F)CC1O (stereo not drawn),10,-4,-10
COc1ccc(/C=C/C(=O)Oc2ccc(C=O)cc2OC)cc1,-6,11,0
O=C(Nc1csnn1)OCc1ccccc1,10,8,0
CN(C)C(CNC(=O)c1cc(S(=O)(=O)N2CCOCC2)ccc1Cl)c1cccs1 (stereo not drawn),-22,-17,-14
O=C(Nc1ccc2c(c1)C(N1CCOCC1)c1ccccc1-2)C(F)(F)F (stereo not drawn),-3,-4,3
Cc1ccc2c(c1)[C@H]1[C@H](CO2)[C@H](c2ccccc2)[C@]2(C)C(=O)Nc3ccc(F)cc3C(=O)N12,-11,-19,-27

Four entries already listed, arranged by molecular weight, highest first.
molecule,Giardia killer,KCNH2 3.1 block,hERG WT inh
OCCOCCn1c(C2CCCN2c2nc(-c3ccc(F)cc3)cs2)nc2cc(C(F)(F)F)ccc21 (stereo not drawn),-30,-101*,-103*
Cn1c(=O)oc2cc(S(=O)(=O)N3CCN(C(=O)c4ccco4)CC3)ccc21,3,-3,1
O=C(Nc1ccc2c(c1)C(N1CCOCC1)c1ccccc1-2)C(F)(F)F (stereo not drawn),-3,-4,3
O=C(Nc1csnn1)OCc1ccccc1,10,8,0

Record cards, from the list above. Order of screens: Giardia killer | KCNH2 3.1 block | hERG WT inh
Record of Cn1c(=O)oc2cc(S(=O)(=O)N3CCN(C(=O)c4ccco4)CC3)ccc21 = 3 | -3 | 1
Record of COc1ccc(/C=C/C(=O)Oc2ccc(C=O)cc2OC)cc1 = -6 | 11 | 0
Record of CN(C)C(CNC(=O)c1cc(S(=O)(=O)N2CCOCC2)ccc1Cl)c1cccs1 (stereo not drawn) = -22 | -17 | -14
Record of Cc1ccc2c(c1)[C@H]1[C@H](CO2)[C@H](c2ccccc2)[C@]2(C)C(=O)Nc3ccc(F)cc3C(=O)N12 = -11 | -19 | -27
Record of COC1OC(O)C(NC(=O)C(F)(F)F)CC1O (stereo not drawn) = 10 | -4 | -10

The results go on:
molecule,Giardia killer,KCNH2 3.1 block,hERG WT inh
CC(=O)c1ccc(N2CCN(Cc3cc(=O)n4c(-c5ccccc5)csc4n3)CC2)cc1,-14,1,4
COc1cc2c(c(OC)c1OC)-c1ccc(SC)c(=O)cc1C(NC(=O)c1ccccc1)CC2 (stereo not drawn),-3,-21,-4
CSC1=NC2(C[C@H]2c2ccccc2)C(=O)N1C (stereo partly drawn),18,10,4
Cc1cc2ccccc2cc1C(=O)c1ccccc1,-1,-10,-7
Cc1c(C(=O)Nc2ccccc2)cnn1-c1ccccc1,-16,0,-3
CCn1c(N2CCN(C(c3ccccc3)c3ccccc3)CC2)nc2c1c(=O)[nH]c(=O)n2C,-15,3,-26
COc1ccc(C)cc1S(=O)(=O)NC(C)c1cnn(-c2ccccn2)c1C (stereo not drawn),14,1,9
c1ccc(NCCC2OCC3(CO2)COC(CCNc2ccccc2)OC3)cc1 (stereo not drawn),8,1,-1
CCOC(=O)C1CCCC12Nc1cccc3cccc(c13)N2 (stereo not drawn),2,6,1
O=C(NCCCN1CCCC1=O)c1cc(S(=O)(=O)N2CCN(c3ccccc3)CC2)ccc1Cl,7,0,3
CCCCn1cnc2c(SCc3ccc(Br)cc3)nc(N)nc21,19,-27,1
CCN(c1ccccc1)S(=O)(=O)c1cccc(C(=O)OCC(=O)c2c(N)n(C)c(=O)n(C)c2=O)c1,-6,20,13
Cc1ccc(NC(=O)C(C)OC(=O)COc2cccc(C(F)(F)F)c2)cc1S(=O)(=O)N1CCOCC1 (stereo not drawn),-11,-15,2
COc1ccccc1NC(=O)c1ccc(NC(=O)C2CC2)cc1,-1,-5,-18
COC(=O)c1ccc(CNC(=O)Cn2cc(C)c(=O)[nH]c2=O)cc1,3,-9,6
O=C(Nc1ccc(-c2ccccc2)cc1)c1ccc2c(c1)S(=O)(=O)c1ccccc1C2=O,-5,u,-14
Nc1cc(Cl)cc2c1-c1ccc(Cl)cc1C2,-4,1,-3
CCCCn1cnc2c(SCc3ccc(Cl)cc3)nc(N)nc21,-3,9,-2
O=C(c1ccccc1)C(O)(Cc1ccccc1)c1ccccc1 (stereo not drawn),4,-1,-2
COc1cc(OC)cc(C(=O)N(Cc2ccco2)c2c(N)n(Cc3ccccc3)c(=O)[nH]c2=O)c1,8,-2,5
COc1ccc(CC(=O)NC(=S)Nc2cccc(CO)c2)cc1,13,-6,5
O=C(Nc1sc2c(c1C(=O)NCC(O)CO)CCCC2)c1ccccc1 (stereo not drawn),-2,2,-11
COc1ccccc1C(=O)Nc1ccnn1C1CCN(C(=O)c2ccoc2)CC1,6,-10,14
COc1ccc(CCC2(C)OCC(CCCCO)O2)cc1 (stereo not drawn),10,-14,-3
CC1(c2nnc(-c3cccc(Cl)c3)o2)CC(c2cccc(Cl)c2)=NO1 (stereo not drawn),-6,-13,7
COc1ccc(C(CNC(=O)c2ccc(C)c(S(=O)(=O)N3CCCCC3)c2)N2CCCC2)cc1 (stereo not drawn),-15,-6,3
O=C(N/N=C/c1c(O)ccc2ccccc12)Nc1ccccc1,-3,-8,2
O=C(NCc1cccc(C(F)(F)F)c1)c1cc(-c2ccccc2)nn1CC1CC(c2cccnc2)=NO1 (stereo not drawn),49[activator],0,5
COc1ccc(C2c3cc4c(cc3OC(NNC(N)=O)C2C)OCO4)cc1 (stereo not drawn),9,-20,2
CC(C)C[C@H]1CNC(=S)N1CC1CCN(CC2CCCC2)CC1,-11,9,48
COc1cccc(C(=O)C(=O)c2cccc(OC)c2OC)c1OC,-4,0,-1
Cc1cccc(C=CC(=O)c2ccccc2)c1,10,-4,2

Part of the list above, reformatted.
CC(C)C[C@H]1CNC(=S)N1CC1CCN(CC2CCCC2)CC1
  Giardia killer: -11 | KCNH2 3.1 block: 9 | hERG WT inh: 48

COc1cccc(C(=O)C(=O)c2cccc(OC)c2OC)c1OC
  Giardia killer: -4 | KCNH2 3.1 block: 0 | hERG WT inh: -1

New compounds follow:
molecule,Giardia killer,KCNH2 3.1 block,hERG WT inh
CC(C)(C)CC(C)(C)N=C1Nc2ccccc2NC12C[C@H]1CCC(=O)N3CC[C@@H](C2)[C@@H]13 (stereo partly drawn),6,4,5
O=C1CCCN1CC(O)CS(=O)(=O)Cc1ccc(Cl)cc1 (stereo not drawn),7,-14,1
CSc1nc(N)c2c(n1)N(C)C=NS2(=O)=O,0,10,2
COCn1cnc(-c2ccccc2)c1-c1ccccc1,-4,26,-7
O=C(N/N=C\c1ccccc1)c1cccc(C(=O)N/N=C\c2ccccc2)n1,-23,-8,9
CCOc1ccc(NC(=O)C2CC3CCC2C3)cc1 (stereo not drawn),-7,-6,2
O=c1cc(CO)oc(C(Nc2ccccn2)c2ccccc2F)c1O (stereo not drawn),-14,14,-11
CC(=O)Nc1cccc(C(=O)OCC(=O)N2CCN(C(=O)COC(=O)c3cccc(NC(C)=O)c3)CC2)c1,1,-45,5

(next part)
The line under a structure holds: Giardia killer, KCNH2 3.1 block, hERG WT inh
- O=C(Nc1ccc(S(=O)(=O)N2CCOCC2)cc1)c1ccc(Cl)c([N+](=O)[O-])c1
 : -4, 1, -4
- Cc1ccc(S(=O)(=O)N2CCN(C(=O)COC(=O)COc3ccccc3C(C)C)CC2)c(C)c1
 : 28, -4, 40
- COc1ccc(C=NNC(=O)NN=Cc2ccc(OC)c(OC)c2)cc1OC
 : 0, 7, -3
- CC(=NNC(=S)SCc1ccccc1)c1ccccn1
 : 9, -7, -5
- O=C(NCC(=O)N(Cc1ccco1)C(C(=O)NC1CCCC1)c1cccnc1)c1ccco1 (stereo not drawn)
 : 2, 2, 7
- Cn1c(COc2ccc(Cl)cc2)nnc1SCC(=O)NC1CCCCC1
 : -5, 2, -10
- N#CC1(Nc2ccc(Br)cc2)CCCC1
 : -10, -5, -11
- CN(C)CCOC1c2ccccc2CSc2ccccc21 (stereo not drawn)
 : 23, -1, 5
- c1coc(C2=NC(c3ccco3)C(c3ccco3)N2)c1 (stereo not drawn)
 : 2, 6, -4
- Cc1cccnc1Oc1ncccc1N
 : 12, 10, 8
- CCc1nc(N)nc(N)c1-c1ccc(N(C)Cc2ccccc2)c([N+](=O)[O-])c1
 : -16, u, -21
- COC(=O)C1CSC2c3ccccc3C(=O)N12 (stereo not drawn)
 : -28, -1, -2
- CC(C)n1c(SCC(=O)Nc2nc3ccccc3s2)nc2c1c(=O)n(C)c(=O)n2C
 : -22, -3, 8
- CCOc1cc(C(=O)NCCCNC(=O)c2cc(OCC)c(OCC)c(OCC)c2)cc(OCC)c1OCC
 : 19, -21, -3
- CCOc1ccc(/C=N/OCC(=O)Nc2cc(S(=O)(=O)N3CCOCC3)ccc2OC)cc1
 : -13, 12, -3
- COC1=CC(=O)C(O)=C(CCCCCCC/C=C/CCCCCCCC2=C(O)C(=O)C=C(OC)C2=O)C1=O
 : 0, -4, 0
- CCCCSc1nc2c([nH]1)c(=S)n(C)c(=O)n2C
 : 1, 8, -36
- COc1ccc(NS(=O)(=O)c2cc([N+](=O)[O-])ccc2N/N=C/c2c(C)[nH]c3ccccc23)cc1
 : 12, -17, -1
- CC(C)(C(=O)c1ccccc1)/[N+]([O-])=C/c1ccccc1F
 : 3, 5, -23
- CCN(C(=O)COC(=O)/C=C/c1ccc(OC)c(OC)c1)c1c(N)n(Cc2ccccc2)c(=O)[nH]c1=O
 : -20, -7, 1
- Cn1c(=O)c2ncn(C)c2n(C)c1=O
 : 1, 33, 5
- COCCN(C(=O)c1cc(CN2C(=O)c3ccccc3C2=O)ccc1OC)c1c(N)n(CC(C)C)c(=O)[nH]c1=O
 : 41[activator], 13, -3
- O=C(NNC(=O)c1ccc2ccccc2c1)c1cccc(Br)c1
 : -8, 7, -3
- O=C1CCn2c1c(O)c1ccccc1c2=O
 : 19, 14, 12
- O=C1CC(c2ccccc2)Oc2ccc(Cl)cc21 (stereo not drawn)
 : -5, -7, 32
- O=c1cc(-c2ccccc2)ss1
 : -7, 27, -1
- Cc1cccc(NC(=O)C2CCCN(S(=O)(=O)c3c(C)nn(C)c3C)C2)c1 (stereo not drawn)
 : 13, 0, 1
- CC(=O)N1C[C@H]2CON(C)[C@H]2C[C@H]1c1ccccc1Br
 : 12, -5, 9
- NC(=S)NN=C1Cc2cccc3cccc1c23
 : -2, 4, -14
- CCN(CC)c1nc(NNC(=O)c2ccccc2)nc(N(CC)CC)n1
 : -13, 0, -2

Given with each value named: 4 of the compounds above
CCN(CC)c1nc(NNC(=O)c2ccccc2)nc(N(CC)CC)n1
  Giardia killer: -13
  KCNH2 3.1 block: 0
  hERG WT inh: -2

O=c1cc(-c2ccccc2)ss1
  Giardia killer: -7
  KCNH2 3.1 block: 27
  hERG WT inh: -1

O=C(NNC(=O)c1ccc2ccccc2c1)c1cccc(Br)c1
  Giardia killer: -8
  KCNH2 3.1 block: 7
  hERG WT inh: -3

O=C1CCn2c1c(O)c1ccccc1c2=O
  Giardia killer: 19
  KCNH2 3.1 block: 14
  hERG WT inh: 12

Following part.
The line under a structure holds: Giardia killer, KCNH2 3.1 block, hERG WT inh
- COc1ccc(OC)c(N(CC(=O)Nc2cccc3ccccc23)S(C)(=O)=O)c1
 : -12, 1, -3
- Cc1csc(NC(C)c2nc3cc(C(F)(F)F)ccc3n2CCCO)n1 (stereo not drawn)
 : -2, -6, 6
- C[C@H]1CN(S(=O)(=O)C(C)(C)C)[C@H](CCO)/C1=C\c1ccccc1
 : 39[activator], 17, 1
- Cc1ccc(NC(=O)c2cc(S(=O)(=O)N3CCOCC3)ccc2Cl)cc1S(=O)(=O)N1CCOCC1
 : 15, 4, -11
- CCCCn1c(N)c(N(CCC(C)C)C(=O)CSc2nc3ccccc3n2C)c(=O)[nH]c1=O
 : 0, -1, -13
- COCCNC(=O)c1ccc2c(c1)S(=O)(=O)c1ccccc1C2=O
 : 7, -5, -7

Assay outcomes as filed in PubChem.
